# p53 reactivator: mutant p53 re-activation in reporter cells. H1299 p53-A138V BP100-luciferase reporter, luminescence, 24 h. Potency, µM (doses to about 92.2 µM), without a hit: top-dose activity change, positive = activation, usual class: activators. AID 504706. 0.063% of 320,000 active; also: potency is read from the fitted curve at half-maximal effect; % of control where 0% means no effect; nearly all actives have a fitted effect of over 45% in size
#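 p53-null H1299 cells stably carrying temperature-sensitive p53-A138V and a BP100-luciferase reporter were pinned with compounds (4-point, 1:5 series) and held 24 hrs at 37 deg C. Luminescence was read 10 min after detection reagent.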
# Eya2 inh: blocks the phosphatase activity of human Eya2; O00167; recombinant Eya2, OMFP fluorescence dephosphorylation (OMFP is methylfluorescein phosphate); Potency, µM (doses to about 76.9 µM), without a hit: top-dose activity, negative = inhibition, hits mostly inhibitors; 0.006% of 330,000 active; also: potency is read from the fitted curve at half-maximal effect; % is scaled to controls: 0 for no effect and ±100 for the full control effect
#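 Eya2 protein (added as 0.2 uM solution) was preincubated with compound for 10 min at ambient temperature in 50 mM HEPES pH 7.5, 50 mM NaCl, 5 uM MgCl2, 0.05% BSA, 1 mM DTT. OMFP (added at 50 uM) then reacted 10 min; fluorescence read at 485/525 nm.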
# USP2a inh: USP2a (human) protease inhibition; Potency, µM (titrated, usually from 38.3 µM), inactives show at the highest dose activity change, negative = inhibition, usual class: inhibitors; USP2 core, Ub-CHOP2 coupled fluorogenic reporter, 485/531; O75604; 0.01% of 330,000 active;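 also: potency is read from the fitted curve at half-maximal effect; plate controls were DMSO wells for no effect and full inhibition by NEM control for full effect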
#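 Deubiquitinase activity read as fluorescence (485/531 nm) after Ub-CHOP2 cleavage activates the enterokinase reporter on its substrate; USP2 core 10nM, Ub-CHOP2 and substrate 25nM each, 30min compound preincubation then 60min RT; data normalized to NEM, curves fitted.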
# TRPV1 agonist: human TRPV1 agonism; 0.19% of 320,000 active; activation, % at 8.33 µM; AID 540275; TRPV1-expressing cells, Fluo-8 calcium influx, agonist mode; Q8NER1; in the data active = activation above about 80%; inconclusive = between about 30% and that limit; also: 0% is about no effect
# Target sequence (Q8NER1 whole entry, looked up): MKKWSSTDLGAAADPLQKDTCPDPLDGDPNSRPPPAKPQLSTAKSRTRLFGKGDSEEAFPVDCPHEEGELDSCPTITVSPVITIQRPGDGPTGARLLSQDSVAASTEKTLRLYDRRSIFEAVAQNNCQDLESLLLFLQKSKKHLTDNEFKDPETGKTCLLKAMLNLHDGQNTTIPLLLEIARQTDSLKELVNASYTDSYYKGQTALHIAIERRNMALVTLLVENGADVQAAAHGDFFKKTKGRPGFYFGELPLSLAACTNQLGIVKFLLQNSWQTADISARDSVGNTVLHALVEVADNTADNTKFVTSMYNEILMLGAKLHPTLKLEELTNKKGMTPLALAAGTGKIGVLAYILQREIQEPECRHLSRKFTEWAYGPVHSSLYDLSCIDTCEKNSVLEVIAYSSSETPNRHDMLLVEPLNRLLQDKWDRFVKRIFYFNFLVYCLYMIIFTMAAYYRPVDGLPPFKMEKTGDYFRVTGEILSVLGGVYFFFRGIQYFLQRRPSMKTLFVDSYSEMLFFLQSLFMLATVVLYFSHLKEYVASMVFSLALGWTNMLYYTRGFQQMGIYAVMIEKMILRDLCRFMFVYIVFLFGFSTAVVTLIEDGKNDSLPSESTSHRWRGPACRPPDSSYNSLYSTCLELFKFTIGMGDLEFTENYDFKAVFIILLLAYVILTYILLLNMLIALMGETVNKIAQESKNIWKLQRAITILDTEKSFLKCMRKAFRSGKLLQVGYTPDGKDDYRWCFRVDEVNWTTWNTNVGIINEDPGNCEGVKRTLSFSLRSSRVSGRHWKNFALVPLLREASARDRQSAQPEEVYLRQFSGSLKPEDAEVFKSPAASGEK
#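 Fluo-8 calcium influx in TRPV1-expressing cells, kinetic read (ex 480/em 520 nm). Compound added and read 3 min for agonist activity, followed by capsaicin at EC20 final and 2 min further read for enhancement.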
# ASM inhibitor: inhibitors of human secretory acid sphingomyelinase | P17405 | placental ASM, HMU-PC fluorogenic substrate, 60 min | Potency, µM (highest dose often 57.5 µM), for the others: at the top dose activity change, negative = inhibition, hits mostly inhibitors | 0.006% of 340,000 active | AID 504937; also: potency is read from the fitted curve at half-maximal effect
#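 qHTS format. ASM enzyme prepared from human placenta hydrolyses the fluorogenic substrate HMU-PC0 (9 uM final) over 60 min at 37 °C after a 10 min compound preincubation.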
# B2AR arrestin: recruits beta-arrestin to the human beta2-adrenergic receptor | P07550 | beta-arrestin recruitment to beta2AR, cell-based reporter | Potency, µM (series often up to 46.1 µM), inactives show at the highest dose activation, hits mostly activators | 0.02% of 330,000 active;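 also: potency is read from the fitted curve at half-maximal effect; 0% = DMSO controls and full agonism = EC100 isoproterenol or metaproterenol; nearly all actives have a fitted effect of over 65% in size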
# ELG1 genotoxic: induces genotoxicity in HEK293T cells with luciferase-tagged ELG1; Potency, µM (doses to about 46 µM), without a hit: at the highest dose activity change, positive = activation, most hits filed as activators; 1.3% of 330,000 active; HEK293T ELG1-luciferase reporter, luminescence, 16 h; also: potency is read from the fitted curve at half-maximal effect; % of control where 0% means no effect; nearly all actives have a fitted effect of over 60% in size
#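 Screening used a luciferase reporter fused to human ELG1 in HEK293T cells. Luminescence was read on a CCD plate imager after 16 hr exposure and 30 min ONE-Glo incubation.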
# BRCA1 expr up: increases BRCA1 expression; Potency, µM (doses to about 46.1 µM), for the others: at the top dose activation, hits mostly activators; MCF7-BRCA1-FFLuc reporter, luminescence, 48 h; response scale: scaled: vehicle 0%, 10 µM genistein 100%; 1.1% of 380,000 active; AID 624202; also: potency is read from the fitted curve at half-maximal effect; nearly all actives have a fitted effect of over 80% in size; some results filed as inactive show a strong effect at the top dose
#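 Cells: MCF7-BRCA1-FFLuc, 2000/well. Exposure: 48 h, 37 °C, 5% CO2. Read: luminescence, 15 min post-substrate. Controls: genistein 10 microM (maximal activation), DMSO (neutral).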
# uPA generation: cell surface uPA generation inhibition | cell surface uPA generation assay, qHTS | Potency, µM (top dose mostly 38.3 µM), for inactives: at the highest dose activity change, negative = inhibition, hits mostly inhibitors | 0.31% of 330,000 active; active = well fitted inhibition curve with a large enough effect; inconclusive = small, poorly fitted or top-dose-only effect; inactive = no such curve, though single readings can be large or run the other way; tested in mouse RAW 264.7 cells; also: potency is read from the fitted curve at half-maximal effect; % is scaled to controls: 0 for no effect and ±100 for the full control effect; nearly all actives have a fitted effect of over 55% in size
# Integrin act MD: activates integrin-mediated alleviation for muscular dystrophy | alpha7betagal myoblasts, beta-gal FDG fluorescence, 48 h | Potency, µM (highest dose often 38.3 µM), inactives show at the highest dose activation, most hits filed as activators | 0.064% of 350,000 active | AID 624291;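 also: potency is read from the fitted curve at half-maximal effect; 100% = response of the positive control SU9516; nearly all actives have a fitted effect of over 60% in size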
#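 Alpha7betagal+/- myoblasts (passage 13) were plated 16-24 hr, then exposed to compounds (1:260 dilution of DMSO stock) for 48 hours at 37C. After MPER lysis, β-galactosidase reporter activity was read as FDG fluorescence (ex 480/em 540) after 30 minutes.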
# PTAP TSG101 blk: blocks PTAP/TSG101 interaction to inhibit HIV-1 budding; Q99816; Fluorescence polarization, FITC-PTAP peptide / Tsg101 binding; Potency, µM (highest dose often 115 µM), for the others: top-dose activity change, negative = inhibition, hits mostly inhibitors; 340,000 tested, under 10 active; AID 493005; active = well fitted inhibition curve with a large enough effect in the main read-out, with a control signal flat, not every such curve was filed as active; inconclusive = small, poorly fitted or top-dose-only effect, or effect the other way, or a change in a side signal; inactive = no such curve, though single readings can be large or run the other way; also: potency is read from the fitted curve at half-maximal effect; % of control where 0% means no effect
#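 FP read-out: FITC-PTAP peptide, 50 nM final, binding Tsg101 binding domain, 10 uM final; 20 min, r.t.; 10 mM HEPES pH 7.5, 0.15 M NaCl, 0.01% Tween 20, 3 mM EDTA, 0.1 mM TCEP.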
# * marks the source's active call; other numbers are inactive results; ? = inconclusive; · = no result given; [ ] = another dose, or the depositor's remark. Unless noted, calls follow the shape of the dose curve; as a rule, active = well fitted curve in the direction sought with a large enough effect; inconclusive = small, poorly fitted or top-dose-only effect, or another doubt; inactive = no such curve, though single readings can be large; an effect the other way counts as inactive or inconclusive.
SMILES,p53 reactivator,Eya2 inh,USP2a inh,TRPV1 agonist,ASM inhibitor,B2AR arrestin,ELG1 genotoxic,BRCA1 expr up,uPA generation,Integrin act MD,PTAP TSG101 blk
COCCOc1cc(N2C(=O)CSCC2=O)c(Cl)cc1Cl,-4%,-5%,2%,-2,-1%,0.0%,1%,-27%,5%,-16%,-5%
Cn1cnc(C(F)(F)F)c1-c1ccc([N+](=O)[O-])cc1,-7%,-4%,1%,-1,0%,-0.2%,3%,-19%,1%,-4%,0%
Oc1[nH]c2ccccc2c1N=Nc1c(F)c(F)c(C(F)(F)F)c(F)c1F,1%,-2%,3%,-1,-3%,-0.3%,2%,42%,3%,-4%,0%
CC(C)Cn1c(SC(C)C(=O)Nc2ccc3c(c2)OCCO3)nc2ccccc2c1=O (configuration not stated),-2%,21%,-17%,?,-25%,-1.2%,-10%,-22%,4%,17%,-6%
Cc1ccc(/C=N/NC(=O)CNC(=O)Cc2ccccc2)o1,-3%,0%,2%,0,3%,0.5%,0%,16%,-3%,15%,-1%
O=c1c2cn(Cc3ccc(F)cc3)c3ccccc3c-2nn1Cc1ccc(F)cc1,1%,9%,0%,-2,-2%,-0.4%,1%,10%,5%,-17%,-5%
COc1ccc(-c2cc(C(=O)NC(Cc3cc4ccccc4[nH]3)C(=O)O)c(C)o2)cc1OC (configuration not stated),19%,-3%,-2%,1,-5%,-0.1%,16%,0%,-1%,-4%,-1%
Cc1cc(C)n2cc(CSc3nnc(-c4ccccc4)c(-c4ccccc4)n3)nc2n1,·,·,·,·,?,·,·,2%,2%,-2%,-7%
Cc1c(C(=O)NCC(C)(C)N2CCOCC2)oc2ccccc12,9%,4%,-1%,0,4%,0.0%,0%,6%,-11%,3%,-6%
CCOC(=O)c1c2c(c(=S)n(-c3ccccc3)c1N)CCC2,7%,-4%,-10%,0,-8%,0.0%,-4%,5%,0%,16%,1%
Cc1ccc(-c2ccc(/C=N/n3cnnc3)o2)cc1,-3%,0%,1%,·,27%,0.1%,0%,25%,-1%,11%,0%
CCCCn1c(N)c(N(CCOC)C(=O)COC(=O)COc2c(C)cc(C)cc2C)c(=O)[nH]c1=O,-2%,-3%,1%,2,1%,0.4%,-2%,-5%,1%,13%,-4%
O=C(CNC(=O)c1cccc(OC(F)F)c1)Nc1ccc(Cl)cc1,3%,2%,7%,6,-6%,-0.7%,1%,-25%,1%,-6%,-5%
CS/C(=C\[N+](=O)[O-])Nc1ccccc1,·,·,·,2,0%,·,·,-11%,-6%,-6%,2%
CCn1c2ccccc2c2cc(NC(=O)N3CCOCC3)ccc21,11%,-17%,0%,?,28%,0.2%,?,11µM*,-11%,-3%,0%
O=C(NC1CCCCC1)c1ccc(N2CCCC2=O)cc1,?,7%,0%,1,1%,-0.9%,?,?,0%,15%,-6%
CCOc1ccc(NC(=O)CCN2CCN(c3ccccc3)CC2)cc1,-16%,-28%,-1%,10,-1%,-0.6%,-1%,0%,4%,-14%,-9%
COCCCNC(=O)c1c(-c2ccccc2)noc1C,-2%,20%,1%,-1,1%,-0.5%,0%,-9%,-3%,-12%,0%
COc1ccc(C2CC(c3cccs3)=NN2C(=O)CSc2nc(=O)n3ccccc3n2)cc1 (configuration not stated),8%,1%,-4%,-2,-10%,-0.4%,?,-27%,2%,-19%,3%
CCN1CCN(C(=O)C(=O)c2c(C)[nH]c3ccccc23)CC1,-3%,-11%,-1%,-1,0%,-1.2%,1%,0%,4%,-7%,-13%

# The closing 2 entries of the part before are carried over, then new ones follow:
SMILES,p53 reactivator,Eya2 inh,USP2a inh,TRPV1 agonist,ASM inhibitor,B2AR arrestin,ELG1 genotoxic,BRCA1 expr up,uPA generation,Integrin act MD,PTAP TSG101 blk
COc1ccc(C2CC(c3cccs3)=NN2C(=O)CSc2nc(=O)n3ccccc3n2)cc1 (configuration not stated),8%,1%,-4%,-2,-10%,-0.4%,?,-27%,2%,-19%,3%
CCN1CCN(C(=O)C(=O)c2c(C)[nH]c3ccccc23)CC1,-3%,-11%,-1%,-1,0%,-1.2%,1%,0%,4%,-7%,-13%
COCCCN(C(=O)CSc1nc2ccccc2c(=O)n1C)c1c(N)n(Cc2ccccc2)c(=O)[nH]c1=O,·,·,·,·,4%,·,·,20%,4%,-24%,0%
Cc1ccc(NC(=O)COC(=O)c2ccc3c(c2)OCO3)c(C)c1,0%,12%,11%,2,-5%,-0.1%,-2%,2%,4%,22%,0%
CCOc1ccc(C(=O)CCC(=O)N2CCN(c3ccc(O)cc3)CC2)cc1,-1%,-21%,-2%,·,-4%,0.2%,2%,2%,?,-28%,-3%
CCCCC(=O)N/C(N)=N/c1nc2ccccc2o1,10%,2%,-1%,·,0%,-0.4%,?,?,-7%,-3%,-5%
Nn1cnnc1SCC(=O)Nc1ccc2c(c1)OCO2,3%,3%,0%,3,15%,0.0%,0%,20%,1%,-18%,0%
CCC(=O)Nc1ccc2ccccc2c1,17%,-4%,3%,4,2%,0.7%,13%,33%,-3%,15%,0%
O=C(NCc1ccc2c(c1)OCO2)C1CC(=O)N(CCc2ccccc2)C1 (configuration not stated),-4%,7%,4%,·,1%,-0.6%,0%,3%,10%,-35%,0%
O=C(NCc1cccs1)c1cc(S(=O)(=O)N2CCOCC2)ccc1N1CCCC1,-10%,-3%,1%,2,2%,-2.2%,0%,-4%,2%,24%,-9%
Cn1c(=O)cc(SCC(=O)NCC2CCCO2)c2ccccc21 (configuration not stated),8%,7%,2%,-1,-1%,0.5%,0%,-9%,-1%,6%,2%
C/C(=N\N=c1/sc2ccccc2n1C)c1ccc(N2CCOCC2)cc1,-2%,-8%,0%,0,-2%,0.2%,9%,0%,2%,-12%,-5%
O=C(Oc1cccc(OC(=O)N2CCCCC2)c1)N1CCCCC1,1%,-21%,-3%,0,3%,0.0%,0%,-10%,-6%,-49%[inhibitor],-5%
CC(C)(C)C(=O)N=C1SC2CS(=O)(=O)CC2N1c1ccc2c(c1)OCO2 (configuration not stated),1%,-38%,4%,7,-1%,-0.3%,-1%,-11%,·,-3%,-7%
O=C(COC(=O)/C=C/c1ccc([N+](=O)[O-])cc1)NC(=O)NC1CCCCC1,9%,-21%,10%,·,-1%,-0.2%,2%,-6%,11%,-51%[inhibitor],-7%
CCOC(=O)c1cc(-c2ccccc2)sc1NC(=O)C(C)Sc1nnc(C)s1 (configuration not stated),-14%,-12%,-2%,2,0%,1.8%,-5%,-21%,2%,-24%,-3%
Nc1nc2n(n1)C(c1ccco1)CC(c1ccc(Cl)c(Cl)c1)N2 (configuration not stated),?,0%,-1%,1,13%,-0.2%,-3%,-2%,-3%,19%,-4%
CCc1ccc(NC(=O)CSc2nnc(-c3n[nH]c4ccccc34)n2-c2ccccc2)cc1,1%,-3%,2%,1,-2%,-0.6%,7%,-13%,-3%,-17%,-3%
N/C(=N\OC(=O)c1cnn(-c2ccccc2)c1C(F)(F)F)c1cc(C(F)(F)F)cc(C(F)(F)F)c1,1%,-15%,1%,-2,2%,0.3%,-1%,-27%,-3%,?,8%
CN1CCC(N(C)CC(C)(C)NS(=O)(=O)c2ccccc2)CC1,2%,-3%,-1%,-2,3%,-0.5%,-2%,2%,8%,-10%,2%
CCCOc1cccc(-c2cc(C(=O)N/N=C/c3ccccn3)c3ccccc3n2)c1,?,-23%,-2%,-4,-12%,-0.9%,?,-19%,-12%,-50%[inhibitor],-6%
N#Cc1ccc(-c2nc3ccc(Br)cc3c(=O)n2O)cc1,-4%,16%,0%,-5,1%,-0.6%,1%,0%,3%,-19%,-3%

# Random excerpt: 5 compounds from above, in no set order.
SMILES,p53 reactivator,Eya2 inh,USP2a inh,TRPV1 agonist,ASM inhibitor,B2AR arrestin,ELG1 genotoxic,BRCA1 expr up,uPA generation,Integrin act MD,PTAP TSG101 blk
CCc1ccc(NC(=O)CSc2nnc(-c3n[nH]c4ccccc34)n2-c2ccccc2)cc1,1%,-3%,2%,1,-2%,-0.6%,7%,-13%,-3%,-17%,-3%
CCCCC(=O)N/C(N)=N/c1nc2ccccc2o1,10%,2%,-1%,·,0%,-0.4%,?,?,-7%,-3%,-5%
O=C(NCc1cccs1)c1cc(S(=O)(=O)N2CCOCC2)ccc1N1CCCC1,-10%,-3%,1%,2,2%,-2.2%,0%,-4%,2%,24%,-9%
O=C(Oc1cccc(OC(=O)N2CCCCC2)c1)N1CCCCC1,1%,-21%,-3%,0,3%,0.0%,0%,-10%,-6%,-49%[inhibitor],-5%
CCC(=O)Nc1ccc2ccccc2c1,17%,-4%,3%,4,2%,0.7%,13%,33%,-3%,15%,0%

# High-throughput results from PubChem BioAssay.
